# SNCA expr inhib – SNCA gene expression inhibition; HEK-293 SNCA-luciferase knock-in, luminescence, 24 h; Potency, µM (series often up to 57.2 µM), inactives show at the highest dose activity change, negative = inhibition, actives largely listed as inhibitors; 0.17% of 140,000 active; AID 1671194;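 note: potency is the fitted concentration of half-maximal effect; plate controls were DMSO cells for no effect and cell-free wells for full effect; nearly all actives have a fitted effect of over 45% in size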
# GPT2 inh – GPT2 alanine aminotransferase inhibition; 0.25% of 100,000 active; Potency, µM (highest dose often 57.7 µM), without a hit: top-dose activity change, negative = inhibition, hits mostly inhibitors; Recombinant GPT2, coupled pyruvate oxidase/HRP Amplex Red fluorescence; note: potency is the fitted concentration of half-maximal effect; nearly all actives have a fitted effect of over 60% in size; many of its hits are not listed in these tables
# Target sequence (Q8TD30 whole entry, looked up): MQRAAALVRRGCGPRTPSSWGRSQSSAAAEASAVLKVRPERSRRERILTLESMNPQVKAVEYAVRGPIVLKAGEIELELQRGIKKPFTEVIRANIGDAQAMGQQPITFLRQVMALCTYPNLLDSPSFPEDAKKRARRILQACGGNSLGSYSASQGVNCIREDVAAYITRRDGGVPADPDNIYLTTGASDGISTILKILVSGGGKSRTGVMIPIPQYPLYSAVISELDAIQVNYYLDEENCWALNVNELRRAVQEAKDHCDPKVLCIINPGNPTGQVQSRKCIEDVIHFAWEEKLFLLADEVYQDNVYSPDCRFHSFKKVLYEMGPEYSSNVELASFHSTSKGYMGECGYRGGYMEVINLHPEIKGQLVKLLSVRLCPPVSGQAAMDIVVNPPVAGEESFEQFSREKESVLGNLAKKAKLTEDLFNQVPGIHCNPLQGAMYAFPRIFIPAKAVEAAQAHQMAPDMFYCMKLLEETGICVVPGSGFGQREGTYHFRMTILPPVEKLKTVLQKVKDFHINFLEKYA
#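 Fluorescence read-out: pyruvate from GPT2 turnover coupled to pyruvate oxidase, HRP and Amplex Red (0.2mM ThPP, 0.2U/mL PO and HRP, 50uM Amplex final). Substrates 250uM a-KG, 2mM L-alanine; enzyme 10ng/uL; 30 min RT.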
# NIH3T3 tox – NIH 3T3 cell cytotoxicity; NIH 3T3 viability, CellTiter-Glo ATP luminescence, 48-72 h; Potency, µM (top dose mostly 96.7 µM), without a hit: top-dose activity change, negative = cytotoxicity, usual class: inhibitors; AID 1345082; 4.3% of 94,000 active; note: potency is the fitted concentration of half-maximal effect; nearly all actives have a fitted effect of over 55% in size
#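 First NIH 3T3 cells are plated at 400 cells/well; next compound is pinned in; then plates incubate 48 or 72 hr at 37 °C; finally CellTiter-Glo is added and luminescence read after 10 min.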
# IP6K1 inhibitor – blocks human inositol hexakisphosphate kinase 1; IP6K1 kinase, ADP-Glo luminescence, 2 h; stronger effect = lower value; activity change, % (series mostly up to about 58 µM); 0.81% of 140,000 active; in the data active = activity change below about -25%
# Target sequence (Q92551 whole entry, looked up): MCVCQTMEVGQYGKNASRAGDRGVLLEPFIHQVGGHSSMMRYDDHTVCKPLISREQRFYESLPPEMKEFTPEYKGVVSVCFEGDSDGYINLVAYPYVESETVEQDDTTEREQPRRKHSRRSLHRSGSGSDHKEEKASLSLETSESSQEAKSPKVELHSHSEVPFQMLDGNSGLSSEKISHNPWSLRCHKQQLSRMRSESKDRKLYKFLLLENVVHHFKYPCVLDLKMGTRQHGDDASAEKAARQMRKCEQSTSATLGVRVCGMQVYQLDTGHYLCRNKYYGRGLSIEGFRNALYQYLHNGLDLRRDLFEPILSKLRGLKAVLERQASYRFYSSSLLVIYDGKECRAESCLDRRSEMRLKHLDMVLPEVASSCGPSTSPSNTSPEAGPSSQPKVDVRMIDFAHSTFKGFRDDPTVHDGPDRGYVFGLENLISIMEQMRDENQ
#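 ADP-Glo luminescence measures ADP made by human IP6K1 during a 2 h RT reaction with ATP/IP6 (mix at 1.3 mM/130 uM); top library doses 57.5 and 19.1 uM final.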
# SNCA viab count – cell viability loss counter-screen; HEK-293-SNCA-luc viability, GF-AFC fluorescence, 24 h; Potency, µM (titrated, usually from 57.1 µM), for the others: top-dose activity change, negative = cytotoxicity, usual class: cytotoxic; 0.12% of 150,000 active;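 note: potency is the fitted concentration of half-maximal effect; 0% = DMSO-treated cells and -100% = medium-only wells without cells; nearly all actives have a fitted effect of over 30% in size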
#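 Cytotoxicity counterscreen: after 24 h compound treatment of genome-edited SNCA-luciferase HEK-293 cells, live-cell protease substrate GF-AFC read by fluorescence after 30 min; activity scaled between DMSO (0%) and medium-only (-100%), curves Hill-fitted.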
# FLuc inh – Photinus pyralis luciferase inhibition | P08659 | purified P. pyralis luciferase, luminescence, biochemical | Potency, µM (top dose mostly 115 µM), for the others: top-dose activity change, negative = inhibition, usual class: inhibitors | 2.5% of 76,000 active; note: potency is the fitted concentration of half-maximal effect; nearly all actives have a fitted effect of over 65% in size
#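 Luminescence read by CCD imaging after purified firefly luciferase (10nM final) was added to substrate buffer holding 10uM D-luciferin and 10uM ATP, pH 7.5, pre-dosed with compound.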
# HEK293 tox – HEK 293 cell cytotoxicity; HEK 293 viability, ATP luminescence (CellTiter-Glo), 48-72 h; Potency, µM (top dose mostly 115 µM), inactives show top-dose activity change, negative = cytotoxicity, usual class: inhibitors; 6.6% of 94,000 active; AID 1345083; note: potency is the fitted concentration of half-maximal effect; nearly all actives have a fitted effect of over 60% in size
#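 Read-out: CellTiter-Glo ATP luminescence. Cells: HEK 293, 250 cells/well. Exposure: 48 or 72 hr, 37 degree Celsius.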
# An asterisk follows results filed as active; i = inactive; u = inconclusive; x = no result given; [ ] = another dose, or the depositor's remark. Unless noted, calls come from the whole dose curve; as a rule, active = well fitted curve in the direction sought with a large enough effect; inconclusive = small, poorly fitted or top-dose-only effect, or another doubt; inactive = no such curve, though single readings can be large; an effect the other way counts as inactive or inconclusive. Unless noted, % is set by controls: 0 for no effect and ±100 for the full control effect.
SMILES,SNCA expr inhib,GPT2 inh,NIH3T3 tox,IP6K1 inhibitor,SNCA viab count,FLuc inh,HEK293 tox
Cc1cccc(-c2ocnc2C(=O)N2CC[C@H](CO)[C@H](NC(=O)C3CC3)C2)c1,-1%,-19%,-18%,18,4%[12.5 µM],0%,u
Cc1cnc(C(=O)N2C[C@H]3OC(=O)N(CCc4cccc(Cl)c4)[C@H]3C2)[nH]1,-13%,i,-8%,-1,-2%,-2%,-15%
CNC(=O)[C@@H]1CN(C(=O)CCc2cc(OC)no2)C[C@H]1c1n[nH]c(C)n1,-14%,2%,-9%,8,3%,3%,-5%
Cc1noc2c(NCCCn3ccnc3)cc(-c3ccccn3)nc12,19%[87.6 µM],-1%[88.5 µM],25µM*,-2,-19%[87.6 µM],3%[172 µM],-23%[172 µM]
CCN1c2cc(C(=O)NCc3ccc(F)cc3)ccc2C(=O)N2CCCCC21 (stereo not drawn),-17%,i,u,-18,u,-6%,u
COc1ccccc1C(=O)N1CCC(Oc2ccccc2)C1 (stereo not drawn),-3%,u,3%,23,-7%,0%,-2%
CCn1ncc(CN2C[C@@H](COCC3CC3)[C@H](c3ccccn3)C2)c1C,-24%,2%,-18%,-1,-3%,2%,u
Cc1cnc(C(=O)N[C@@H]2CCC[C@@H]2C(=O)NC2CCCCCC2)cn1,7%,-4%,i,12,-8%,5%,4%
CC(=O)N1CCC(C(=O)N2CCC(c3nc4ncccc4[nH]3)CC2)C1 (stereo not drawn),28%,i,3%,-8,3%,x,-4%
COc1ccc(C(=O)NC(C(=O)NCC(C)C)C2CCN(C(=O)c3ccccc3C)CC2)cc1 (stereo not drawn),4%,i,3%,0,1%,-7%,5%
Cc1cc(Cl)ccc1OCC(=O)N1CCc2nn(C)c(=O)n2CC1,7%,i,-21%,5,3%,-3%,-12%
Cc1ccc(Cn2c(C(=O)O)c(CNC3CCCCCC3)c3ccc(C)cc32)cc1,-12%,x,x,24,5%,x,x
COc1ccc(C(=O)N2CCC(N3C(=O)C(OC)C34CCOCC4)CC2)c(OC)c1 (stereo not drawn),18%,-5%,-7%,-7,6%,-9%,-3%
CCN1C(=O)C2CC3(CCN(C(=O)Cn4c(=O)oc5ccccc54)CC3)CN2C1=O (stereo not drawn),-3%,i,-24%,0,13%,-7%,-7%
O=c1[nH]c2cccnc2n1Cc1ccccc1,17%[87.6 µM],-5%[88.5 µM],-19%[174 µM],12,-13%[87.6 µM],5%[230 µM],-24%[230 µM]
Cc1cn2nc(C(=O)Nc3ccc(C(=O)NCCc4cccs4)cc3)cc2c(=O)[nH]1,-24%,i,5%,7,-8%,4.5µM*,16%
CCNC(=O)N1CC(C(=O)N(C)C)C2(CCOCC2)C1 (stereo not drawn),-6%,-1%,i,26,-26%,-4%,i
O=C(c1ccc(Cl)nc1)N1CCCC(C(=O)N2CCCC(c3nc4ncccc4[nH]3)C2)C1 (stereo not drawn),11%,4%,-13%,15,-10%,x,-16%
COc1ccc(-c2cc(C(=O)NC3CC3)c3cnn(C)c3n2)cc1,141%[activator][87.6 µM],i,u,1,-3%[87.6 µM],x,u
Cc1nn(C)c2c1c(C(F)(F)F)cc(=O)n2CC(=O)N1CCC(C)CC1,36%[activator],x,x,1,-1%,x,x
COc1cccc(CC(=O)NC(C)C(=O)N2CCN(c3ccccn3)CC2)c1 (stereo not drawn),2%,i,i,30,7%,-3%,13%
CCN(CCn1cccn1)C(=O)c1ccc(OC2CCN(C(=O)C3CC3)CC2)cc1,2%,5%,-4%,26,-2%,-4%,-5%
Cc1ccc(-c2csc(=Nc3ccccc3)n2Cc2ccc3c(c2)OCO3)cc1C,99%[activator],x,x,-16,-11%,x,x
COCC(=O)N1C[C@@H]2C[C@H]1C(=O)N(Cc1ccc(OC)cc1)c1ccccc1O2,6%[87.6 µM],i,4%[138 µM],4,-7%[87.6 µM],-4%[172 µM],3%[172 µM]
COCCOc1ccc(C(=O)N[C@@H]2CNCCC[C@H]2O)cc1,3%[87.6 µM],3%[88.5 µM],i,0,8%[87.6 µM],3%[172 µM],i
O=C(Nc1ccccc1F)N1CC2CCC(C1)N2Cc1cccc(-c2cccnc2)c1,-10%,0%,-23%,-9,4%,x,u
CCOc1ccc(NC(=O)CC2C(=O)N(c3ccccc3)C(=O)N2C2CCCCC2)cc1 (stereo not drawn),u,x,x,-2,-11%,x,x
COC(=O)c1ccccc1NC(=O)Cn1c(=O)cc(-c2ccccc2)c2c(C)nn(C)c21,8%,x,x,-8,5%,x,x
O=C(Nc1cccnc1)c1cnc2n1CCN(Cc1ccccc1)CC2,-3%[87.6 µM],i,u,4,3%[87.6 µM],1%[172 µM],-7%[172 µM]
Cc1cc(NC(=O)CSc2nc3c([nH]c4ccccc43)c(=O)n2-c2ccc(Cl)cc2)no1,14%,x,x,-10,-5%,x,x
CSc1ncc2c(n1)-c1ccccc1N(Cc1ccc(F)cc1)S2(=O)=O,30%[activator],x,x,28,6%,x,x
CC(C)N1C(=O)CO[C@H]2CCN(Cc3ccccc3Cl)CC[C@@H]21,-23%[87.6 µM],1%[88.5 µM],u,-8,-15%[87.6 µM],2%[172 µM],u
Cc1nc2cccnc2n1CC1CCCN(C(=O)Nc2ccc(C(F)(F)F)cc2)C1 (stereo not drawn),-29%,i,u,-1,6%,-8%,u
CCCNC(=O)c1cccc2c1CCN2S(=O)(=O)c1ccc(C)cc1,-6%,u,u,-5,-8%,8%,u
COCCOCC(=O)N1CCC(N2C(=O)C3(CCCCC3)C2c2ccccc2)CC1 (stereo not drawn),u,i,-28%,7,3%[12.5 µM],7%,i
Fc1ccc(-c2ccc3ncc(Nc4ccncc4)n3n2)cc1,8%[87.6 µM],-1%[88.5 µM],u,-2,3%[87.6 µM],2%[172 µM],100µM*

# 2 entries from above, set out differently:
compound | SNCA expr inhib | GPT2 inh | NIH3T3 tox | IP6K1 inhibitor | SNCA viab count | FLuc inh | HEK293 tox
Cc1cc(NC(=O)CSc2nc3c([nH]c4ccccc43)c(=O)n2-c2ccc(Cl)cc2)no1 | 14% | x | x | -10 | -5% | x | x
CSc1ncc2c(n1)-c1ccccc1N(Cc1ccc(F)cc1)S2(=O)=O | 30%[activator] | x | x | 28 | 6% | x | x

# The list continues:
SMILES,SNCA expr inhib,GPT2 inh,NIH3T3 tox,IP6K1 inhibitor,SNCA viab count,FLuc inh,HEK293 tox
O=C(Nc1ccc(Cl)cc1)N1CCN(C(=O)c2nc3cccnc3n(C3CC3)c2=O)CC1,-2%,i,-29%,16,12%,x,1%
O=C(C1CC1)N1CCC(c2noc(-c3ccncc3)n2)C1 (stereo not drawn),u,-4%,-6%,7,3%,-5%,1%
N#Cc1ccc(C(=O)N2CCCC2c2nc(CCOCC3CC3)no2)cc1 (stereo not drawn),27%,-5%,-8%,31,1%,0%,-3%
COc1ccc(C(=O)N2CCN(CCc3ccccn3)CC2)cc1,-6%,x,x,-9,6%,x,x
O=C(CN1C(=O)CCn2nc(-c3ccccc3)cc21)NCc1ccc(F)cc1,10%,x,x,17,-7%,x,x
COC(=O)CC(=O)N1CCC(C(=O)N2CCC(N3Cc4cccn4C3=O)CC2)CC1,-16%,i,-5%,-6,4%,x,i
CCOc1ccccc1NC(=O)N1CC[C@@H]2C(=O)NCCCCCCN(Cc3ccncc3)[C@@H]2C1,-15%,0%,-8%,4,-5%,3%,i
COCc1cc(NCCCNc2cccnc2)ncn1,0%,u,i,4,0%,0%,4%
COc1ccc(Nc2ncc(-c3ccccc3OC)c3c2OCC3)cc1,38%[activator][87.6 µM],i,u,-8,u,u,u
Cc1nn(C)cc1CN(C)Cc1cn(C)nc1-c1ccc(C2CCCCC2)cc1,9%,i,u,-14,-11%,-4%,u
COC1C(=O)N(C2CCN(Cc3ccc(F)c(F)c3)CC2)C12CCOCC2 (stereo not drawn),9%,i,-11%,1,3%,-7%,-12%
Cc1ncsc1CN1CCc2nc(N3CCN(C)CC3)[nH]c(=O)c2CC1,7%,u,2%,13,5%,4%,-3%

# Taken from above.
# NIH3T3 tox with O=C(C1CC1)N1CCC(c2noc(-c3ccncc3)n2)C1 (stereo not drawn) stands at -6%
# IP6K1 inhibitor with O=C(CN1C(=O)CCn2nc(-c3ccccc3)cc21)NCc1ccc(F)cc1 stands at 17
# SNCA viab count with COC1C(=O)N(C2CCN(Cc3ccc(F)c(F)c3)CC2)C12CCOCC2 (stereo not drawn) stands at 3%
# SNCA viab count with COC(=O)CC(=O)N1CCC(C(=O)N2CCC(N3Cc4cccn4C3=O)CC2)CC1 stands at 4%

# Other entries.
SMILES,SNCA expr inhib,GPT2 inh,NIH3T3 tox,IP6K1 inhibitor,SNCA viab count,FLuc inh,HEK293 tox
Cn1c(=O)c2c(-c3ccccc3Br)n(CCc3ccccc3)cc2n(C)c1=O,13%,x,x,6,2%,x,x
Oc1ccc(-c2nc(C3CC3)nc3c2CCN(Cc2ccccc2)CC3)cc1,-10%,-2%,u,10,-6%,-7%,u
Cn1c(=O)c2sccc2n2c(CCC(=O)NCc3ccccc3Cl)nnc12,13%,x,x,-15,20%,x,x
CC(=O)N1C[C@@H]2CCCN3CCC[C@@H]([C@H]23)[C@H]1CCCC(=O)N1CCN(c2ccc(F)cc2)CC1,10%,i,2%,3,0%,1%,-6%
CCc1nc(C)sc1C(=O)N1CCN(C)C2(CCNC(=O)CC2)C1 (stereo not drawn),u,-10%,-11%,16,6%,1%,-2%
O=C([C@@H]1CCCN1c1nccc(Nc2ccccc2Cl)n1)N1CCN(Cc2ccccc2)CC1,-15%,-5%,45µM*,3,-2%[12.5 µM],x,u
CCc1nn(CC(=O)NCCCOC)c(=O)c2cc3ccccc3n12,-4%,x,x,2,1%,x,x
O=C(C1CCCCC1)N(Cc1cccnc1)c1nc2ccc(Cl)cc2s1,26%,x,x,-10,-3%,x,x
c1ccc(OCCNc2nc(-c3cccnc3)nc3c2CCNCC3)cc1,196%[activator],i,32µM*,-10,-13%,-20%,u
COc1cc(NC(=O)c2c(C)oc3c2C2=NCCN2C=N3)cc(OC)c1OC,7%,x,x,0,-4%,x,x
Cc1ccc(-c2noc([C@@H]3C[C@H](NS(=O)(=O)c4ccc(C)cc4)CN3C)n2)cc1,66%[activator][87.6 µM],u,89µM*,-12,-12%[87.6 µM],22µM*,71µM*
CC(=O)N1Cc2ccccc2CC2(CCCN(Cc3ccc(O)cc3)C2)C1 (stereo not drawn),66%[activator],i,i,-7,0%,x,3%
CCNc1ncnc2sc3c(c12)CCN(C(=O)NCCOC)C3,u,i,-12%,12,-3%,7%,9%
CCN1C(C(=O)c2ccccc2)=C(OC(=O)c2ccccc2OC)c2ccccc2S1(=O)=O,u,x,x,1,u,x,x
CCCN1CCN(C(=O)c2ccnc(C(C)C)n2)[C@H]2CS(=O)(=O)C[C@H]21,-5%,u,i,15,-4%,0%,i

# Of the compounds above, these have an aryl thioether with sulfur outside any ring:
SMILES,SNCA expr inhib,GPT2 inh,NIH3T3 tox,IP6K1 inhibitor,SNCA viab count,FLuc inh,HEK293 tox
Cc1cc(NC(=O)CSc2nc3c([nH]c4ccccc43)c(=O)n2-c2ccc(Cl)cc2)no1,14%,x,x,-10,-5%,x,x
CSc1ncc2c(n1)-c1ccccc1N(Cc1ccc(F)cc1)S2(=O)=O,30%[activator],x,x,28,6%,x,x

# Compound activity from PubChem.

# A portion of the library; the hit share may differ from the screen's.
